XBP1 UPR activ = activators of adaptive XBP1 UPR arm, primary screen, cell-based, CHO-XBP1 luciferase reporter, luminescence, uHTS | IRE1-XBP1 UPR activation; percent of tunicamycin response, DMSO as zero | activation, % at 20 µM | 0.33% of 330,000 active;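 active means versus positive control, 20 µM dose yields 30% or more activation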;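 further: 100% = tunicamycin at 10 µg/mL and 0% = DMSO only wells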
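Test system: CHO-XBP1 luciferase reporter cells | Buffer or medium: Serum-containing F12 medium, 10% FBS | Schedule: 6 h compound exposure at 37 °C, 5% CO2 | Detection: Steady-Glo luciferase glow luminescence, 10 min after reagent addition | Read-out basis: Activation, % of tunicamycin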
UPR CHOP act = activators of apoptotic CHOP UPR arm, primary screen, cell-based, CHO-CHOP luciferase reporter, luminescence, uHTS | UPR activation; percent of tunicamycin response over DMSO baseline | activation, % at 10 µM | 0.34% of 330,000 active;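 active means at 10 µM dose, activation of 40% or more, normalized to positive control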;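 further: 100% = tunicamycin at 10 µg/mL and 0% = DMSO alone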
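Assay system: CHO-CHOP cells, stable luciferase reporter of PERK-eIF2a-CHOP signalling / Buffer or medium: F12 plus 10% serum / Compound dosing: one dose, 10 µM in 0.5% DMSO / Times: 6 h compound treatment, 37 °C / Technique: luciferase luminescence / Read-out: % reporter activation, DMSO baseline versus tunicamycin full activation / Benchmarks: tunicamycin and DMSO controls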
Jurkat NFkB inh = inhibitors of induced NF-kB luciferase reporter, primary screen, TCR NF-kB activation inhibitor project, cell-based, luminescence, uHTS | AID 435003, 2010 | inhibition, % at 4 µM | Jurkat, PMA/ionomycin-induced NF-kB luciferase reporter | 0.53% of 330,000 active; in the data active means inhibition above about 50%
tim23-1 inh = growth inhibitors of tim23-1 mutant yeast, primary screen, luminescence, uHTS; S. cerevisiae tim23-1 growth, BacTiter-Glo luminescence, 24 h; inhibition, % at 20 µM; 1.3% of 330,000 active; AID 463212, 2010;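 active means growth inhibition of the mutant yeast at or above 50%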;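 further: temperature-sensitive mutant grown at 25 °C; plate controls were DMSO-treated mutant yeast for no effect and medium wells lacking yeast for full effect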
697 NFkB inh = inhibitors of PMA/ionomycin-induced NF-kB reporter, 697 cells, primary screen, B-cell NF-kB inhibitor project, cell-based, luminescence, uHTS. 697 B-cell NF-kB luciferase reporter, 16 h. inhibition, % at 4 µM. 0.33% of 330,000 active; in the data active means inhibition above about 35%
TIM10 inh = growth inhibitors of isogenic TIM10 control yeast, primary screen, counter-screen for tim10-1 yeast inhibitor project, luminescence, uHTS; S. cerevisiae TIM10 strain growth, BacTiter-Glo luminescence, 24 h; inhibition, % at 10 µM; 1.4% of 330,000 active; AID 463195, 2010;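 active means inhibition of 40% or more at the single tested concentration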;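 further: wild-type TIM10 isogenic control strain grown at permissive 25 °C; 0% = DMSO yeast wells and 100% = minimal medium wells without yeast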
Mdm2-MdmX inh = inhibitors of human Mdm2-MdmX association, primary screen, cell-based, luminescence, split luciferase, SaOS-2, uHTS. Protein Mdm4 (Homo sapiens) + E3 ubiquitin-protein ligase Mdm2 (Homo sapiens), …. SaOS-2 split-luciferase Mdm2/MdmX complementation. inhibition, % at 8 µM. 3% of 330,000 active. AID 485346, 2010;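 active means inhibition of at least 50% at 8 µM in the primary screen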
Target sequence (O15151 whole entry, looked up): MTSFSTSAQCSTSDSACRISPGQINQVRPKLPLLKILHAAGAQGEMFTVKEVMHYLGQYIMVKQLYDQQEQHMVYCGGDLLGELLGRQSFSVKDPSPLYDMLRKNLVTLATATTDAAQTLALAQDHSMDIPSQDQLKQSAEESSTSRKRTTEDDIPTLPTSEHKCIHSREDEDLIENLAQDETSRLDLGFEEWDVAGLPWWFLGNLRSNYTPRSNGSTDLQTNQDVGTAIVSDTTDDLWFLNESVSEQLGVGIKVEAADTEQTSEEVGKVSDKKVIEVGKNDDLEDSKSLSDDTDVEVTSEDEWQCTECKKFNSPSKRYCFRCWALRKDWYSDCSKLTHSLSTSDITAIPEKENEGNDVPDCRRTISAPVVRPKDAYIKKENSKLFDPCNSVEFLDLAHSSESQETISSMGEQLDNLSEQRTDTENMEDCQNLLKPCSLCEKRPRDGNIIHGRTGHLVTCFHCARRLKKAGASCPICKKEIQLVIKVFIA
Target sequence (Q00987 whole entry, looked up): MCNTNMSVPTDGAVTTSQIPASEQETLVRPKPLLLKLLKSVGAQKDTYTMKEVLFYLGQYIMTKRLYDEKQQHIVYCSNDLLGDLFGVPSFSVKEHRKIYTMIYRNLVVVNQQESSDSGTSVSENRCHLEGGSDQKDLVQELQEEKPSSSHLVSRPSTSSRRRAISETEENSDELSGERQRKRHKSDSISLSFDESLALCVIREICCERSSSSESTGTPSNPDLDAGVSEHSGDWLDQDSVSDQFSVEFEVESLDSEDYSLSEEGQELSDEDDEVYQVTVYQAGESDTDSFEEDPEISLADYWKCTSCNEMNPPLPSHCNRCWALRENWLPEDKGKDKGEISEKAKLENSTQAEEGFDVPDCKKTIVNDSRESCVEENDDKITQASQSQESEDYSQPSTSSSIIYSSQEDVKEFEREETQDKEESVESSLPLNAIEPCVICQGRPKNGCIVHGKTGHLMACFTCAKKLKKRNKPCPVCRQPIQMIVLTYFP
tim10-1 inh = growth inhibitors of tim10-1 mutant yeast, primary screen, luminescence, uHTS; 2.2% of 330,000 active; S. cerevisiae tim10-1 ts strain growth, BacTiter-Glo, 24 h; inhibition, % at 20 µM; AID 463190, 2010;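 active means inhibition of at least 40%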;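 further: mutant grown at 25 °C; 0% = DMSO wells with yeast and 100% = wells holding no yeast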
An asterisk follows results filed as active.

SMILES	XBP1 UPR activ	UPR CHOP act	Jurkat NFkB inh	tim23-1 inh	697 NFkB inh	TIM10 inh	Mdm2-MdmX inh	tim10-1 inh
Cc1ccc(SCC(=O)NCc2ccccc2)cc1	-2	4.6	-18	17	-3	22	23	13
CCCNC(=O)CSc1nnc(-c2ccco2)n1C	0	-1.5	-10	14	20	0	-18	15
COc1ccc(C(=O)Nc2ccc(Cl)c(S(=O)(=O)N3CCOCC3)c2)cc1	-4	0.4	17	28	-6	4	17	2
O=C(Nc1ccccc1N1CCOCC1)C1CCCCN1S(=O)(=O)c1ccccc1 (centres undefined)	0	0.3	-24	31	-7	9	-2	16
COc1ccc(N(C(=O)C(C)C)S(=O)(=O)c2ccc(Cl)cc2)cc1	-5	-1.5	-10	44	-13	18	-4	29
O=C(NCC1CCCO1)C1CCCN1C(=O)NC1CCCCC1 (centres undefined)	1	-1.6	-2	-4	19	-22	-28	12
COc1ccc(C(=O)Nc2ccccc2C(=O)Nc2ccncc2)cc1	3	4.2	-32	30	-44	15	6	21
CC(=O)c1cccc(NC(=S)NC(=O)c2ccc(C)cc2)c1	3	3.3	-106	7	-34	5	-78	8
O=C1CNC(=O)/C(=C\c2ccccc2)N1	-7	0.9	12	11	7	7	1	4
O=C(NC1CC2CCCC(C1)N2Cc1ccccc1)c1ccc([N+](=O)[O-])cc1 (centres undefined)	-5	0.9	-1	8	-1	-2	-20	3
C/C(=N\OCC(=O)OCC(=O)NCc1ccccc1)c1ccc2c(c1)OCO2	2	2.0	12	20	1	-6	-6	13
COc1ccc(Cl)cc1NC(=O)NCc1cccnc1	-6	2.7	2	-8	14	8	1	-14
Cc1ccc(/C=N/NC(=O)c2ccc(NC(=O)c3ccccc3Cl)cc2)o1	-3	-1.1	10	-7	15	10	3	-41
O=C(COC(=O)C1CC2C=CC1C2)NCc1ccc(F)cc1 (centres undefined)	1	0.1	0	9	-18	7	-5	14
COc1ccc(/C=N/NC(=O)c2nc(-c3ccccc3)cc(-c3ccccc3)n2)cc1	6	8.4	-22	5	9	12	18	27
COc1ccc(S(=O)(=O)N2CCN(C(=O)c3cnc(C)cn3)CC2)cc1	-2	0.4	16	-7	-1	-13	15	-11
CC(/C=N/NC(=O)CSc1nc2ccccc2n1C)=C\c1ccco1	0	-2.5	14	35	1	19	43	26
COC(=O)C1=C(C(=O)OC)SC2(S1)C(C(=O)OC)=C(C(=O)OC)SC1=C2c2cc(C)cc(C)c2NC1(C)C	2	19	0	14	9	20	-23	36
CC(=O)c1ccc(N2CCN(S(=O)(=O)c3cc(-c4cc(C)no4)ccc3C(C)C)CC2)cc1	-2	-1.4	9	9	-83	9	13	22
CCCCCSc1ncccc1C(=O)O	0	0.2	-22	14	-60	-5	-4	13
CC(COc1ccc(C(C)C)cc1)NC(=O)c1ccc(Br)o1 (centres undefined)	-3	-0.2	16	27	8	9	10	16
CC(C)COCC1CC2(CC(C)C(=O)CC2=O)C(=O)O1 (centres undefined)	-4	-2.9	8	4	-4	7	-9	9
O=C(NC1CCN(c2ncccn2)CC1)c1c(F)cccc1F	-3	2.8	-7	4	20	-1	-9	2
COC(=O)c1ccc2nc(NC(=O)C3CC3)sc2c1	2	7.1	-47	51*	-30	33	-40	34
COc1ccc(C(=O)COC(=O)/C=C/c2ccccc2[N+](=O)[O-])cc1	-3	-0.5	-12	17	-15	-4	10	-6
O=[N+]([O-])c1cccc(S(=O)(=O)c2ccc(N3CCCCC3)c([N+](=O)[O-])c2)c1	-1	0.3	6	31	-46	18	26	38
Cc1cc(C)c(C)c(S(=O)(=O)NCc2ccco2)c1C	-3	-1.0	2	21	1	-6	-8	8
O=C(/C=C/c1ccccc1[N+](=O)[O-])N1CCN(C(=O)c2ccco2)CC1	0	-1.9	3	-7	13	-4	18	7
CC(C)CSc1nc2ccccc2[nH]1	4	4.2	-34	9	-21	2	-21	-1
CN(CCC#N)C(=O)COC(=O)c1ccc(Cl)c(S(N)(=O)=O)c1	0	0.6	-10	-3	-3	-4	-6	-4
COc1ccc(OC)c(N/C(N)=N/c2nc(C)cc(C)n2)c1	-8	-1.6	-4	8	6	-10	17	4
O=C(NCc1cccnc1)c1cnc2ccccc2n1	-2	0.3	10	10	3	4	3	-3
Cc1cccc(OCC(=O)NC2CC(C)(C)NC(C)(C)C2)c1	-6	1.2	24	-1	13	-1	21	-8
CCOc1ccc(C(c2c(C)n(C)n(-c3ccccc3)c2=O)c2c(C)n(C)n(-c3ccccc3)c2=O)c(O)c1	2	1.3	6	-6	-1	-12	15	-4
Cc1cc(Cl)ccc1C1=CC(=O)C[C@H](c2ccc(F)cc2)C1	2	-0.4	4	38	5	-1	-7	-10
O=c1cc(N2CCCCC2)c(-c2ccccc2)nn1Cc1ccccc1	0	-0.2	-8	-6	-14	22	13	32
COc1ccc(-c2nnn(CC(=O)N(CC3CCCO3)C(C(=O)NC(C)(C)C)c3ccco3)n2)cc1OC (centres undefined)	0	-0.1	-1	15	-4	15	-7	15
CSc1ncc(Cl)c(C(=O)Nc2ccc(S(=O)(=O)N3CCOCC3)cc2)n1	-3	-1.3	16	26	9	8	4	23
C=CCNC(=S)NNC(=O)C(CCCC)CC(O)COCC(C)C (centres undefined)	-2	0.3	-6	-11	18	12	25	17
C[C@]12C(=O)N(c3cccc(F)c3)C(=O)N1[C@H]1c3ccccc3OC[C@@H]1[C@H]2c1ccccc1	-1	1.9	3	35	11	27	26	29

The final 3 entries of the section above open the next one.
SMILES	XBP1 UPR activ	UPR CHOP act	Jurkat NFkB inh	tim23-1 inh	697 NFkB inh	TIM10 inh	Mdm2-MdmX inh	tim10-1 inh
CSc1ncc(Cl)c(C(=O)Nc2ccc(S(=O)(=O)N3CCOCC3)cc2)n1	-3	-1.3	16	26	9	8	4	23
C=CCNC(=S)NNC(=O)C(CCCC)CC(O)COCC(C)C (centres undefined)	-2	0.3	-6	-11	18	12	25	17
C[C@]12C(=O)N(c3cccc(F)c3)C(=O)N1[C@H]1c3ccccc3OC[C@@H]1[C@H]2c1ccccc1	-1	1.9	3	35	11	27	26	29
O=C1C=C(c2cccc3c2Oc2ccccc2S3)C[C@@H](c2ccc(Cl)cc2)C1	0	1.3	-6	17	3	2	2	16
COc1cccc(C(=O)C2CCCN(C(=O)c3ccccc3Cl)C2)c1 (centres undefined)	2	1.5	3	11	5	-4	-10	11
C/C(=N\NS(=O)(=O)c1ccc(C)cc1)c1cccs1	1	-1.6	-5	26	10	12	15	25
O=C(COC(=O)CCN1C(=O)c2cccc([N+](=O)[O-])c2C1=O)NCc1ccccc1	1	-1.1	3	-12	10	-5	9	7
COc1ccc(C2=NN(C(=O)CSc3ncccn3)C(c3ccc(OC)cc3)C2)cc1 (centres undefined)	2	-1.8	-7	31	-1	28	19	27
COc1ccccc1/C=C/C=N/NC(=O)c1cc(-c2ccco2)[nH]n1	3	-0.1	-3	-1	7	-17	37	-15
COC(=O)c1c(NC(=O)CN2CCN(Cc3ccc4c(c3)OCO4)CC2)sc(C)c1C	-1	-0.4	-2	34	-2	21	11	36
COc1ccccc1CNC(=O)CSc1n[nH]c(N)n1	-2	-1.8	-17	13	-8	-9	13	-2
COc1ccc(C(=O)N/N=C(\C)c2cccc(NC(=O)c3ccc(F)cc3)c2)c(OC)c1	0	-0.1	-32	4	-41	6	21	0
COc1ccc(S(=O)(=O)N(CCc2ccccc2)CC(=O)NCCCO)cc1	2	-1.4	10	16	20	20	-5	22
C=CCn1c(CNc2ccc(C)cc2)nnc1SCC(=O)N/N=C/c1ccc(O)cc1	-2	0.7	12	8	-11	2	19	2
COC(=O)CNC(=O)Cn1cnc2sc(C)c(S(=O)(=O)N3CCN(c4ccccc4OC)CC3)c2c1=O	2	3.0	9	9	20	-1	-4	-12
COc1cc(-c2[nH]nc3c2C(c2ccco2)C(C#N)=C(N)O3)cc(OC)c1OC (centres undefined)	-3	-2.3	17	11	57*	17	4	20
Cc1cccc(C(=O)c2c[nH]cc2-c2ccccc2)c1	-2	0.6	4	13	9	6	27	18
O=C(/C=C/c1ccco1)N1CCN(c2ncccn2)CC1	-3	3.6	-15	10	6	-1	7	9
CCN1C(=O)C(CC(=O)Nc2ccc(F)cc2)N(CCCN2CCN(c3ccc(F)cc3)CC2)C1=S (centres undefined)	-2	-2.3	10	16	11	6	25	13
CC(C)[C@H](NC(=O)c1ccc(Cl)c([N+](=O)[O-])c1)C(=O)O	3	1.0	8	1	7	0	10	11
CCN(CCO)C(=O)c1ccc2oc(Cc3ccc(Cl)cc3)nc2c1	-3	-0.7	-1	7	-4	-4	19	4
CCOC(=O)c1ccc(S(=O)(=O)N2CCN(C(=O)c3cc(=O)c4ccccc4o3)CC2)cc1	-2	-1.7	18	0	29	14	5	21
O=c1c2ccccc2[nH]c(=S)n1Cc1cccnc1	3	-1.8	6	-8	3	6	27	10

Retrieved by compound from the list above, 3 records:
SMILES	XBP1 UPR activ	UPR CHOP act	Jurkat NFkB inh	tim23-1 inh	697 NFkB inh	TIM10 inh	Mdm2-MdmX inh	tim10-1 inh
CSc1ncc(Cl)c(C(=O)Nc2ccc(S(=O)(=O)N3CCOCC3)cc2)n1	-3	-1.3	16	26	9	8	4	23
CCCCCSc1ncccc1C(=O)O	0	0.2	-22	14	-60	-5	-4	13
CCCNC(=O)CSc1nnc(-c2ccco2)n1C	0	-1.5	-10	14	20	0	-18	15

The results go on:
SMILES	XBP1 UPR activ	UPR CHOP act	Jurkat NFkB inh	tim23-1 inh	697 NFkB inh	TIM10 inh	Mdm2-MdmX inh	tim10-1 inh
O=C(Nc1ccc(O)c2c(=O)cc(-c3ccccc3Cl)oc12)c1ccc(F)cc1	-1	2.0	3	11	-15	8	31	3
COc1ccc(CN(C)CC(=O)NC(=O)Nc2ccccc2F)cc1	0	1.0	-8	26	17	14	17	7
Cc1cc(F)ccc1S(=O)(=O)N1CCCOC1CNC(=O)C(=O)NCCC1=CCCCC1 (centres undefined)	-3	-1.2	-4	11	-14	11	-13	14
O=C(O)CSc1nnnn1-c1ccccc1	-1	-1.4	5	1	19	-2	0	8
O=S(=O)(NCCCN1CCOCC1)c1ccc(F)c(Cl)c1	-2	-0.4	-4	13	2	-9	14	-1
COC(=O)c1ccc(-c2ccc(/C=N/N3C(=O)C4C5C=CC(C6CC56)C4C3=O)o2)cc1 (centres undefined)	-1	1.0	-39	27	-127	8	3	23
COc1cccc(-n2c(SC)nnc2-c2cnccn2)c1	0	-0.8	5	4	4	-5	10	19
O=C(/C=C/Sc1ccccc1)c1ccccc1	-3	79*	14	66*	-295	59*	52*	22
CCc1ccc(OCC(=O)NC(=S)Nc2ccc(C(C)=O)cc2)c(Br)c1	-1	-1.5	-23	-10	10	-20	-25	2
O=C(Nc1ccccc1C(=O)NC(Cc1ccccc1)C(=O)NC1CCCCCC1)c1ccccc1 (centres undefined)	-3	0.0	-6	16	7	20	62*	12
CN(C)c1cc[n+](CCC(=O)Nc2cccc([N+](=O)[O-])c2N)cc1	0	2.2	-11	-5	-6	-11	-1	23
CS(=O)(=O)N1CCC(Oc2ccccc2C(=O)NC2CCOC2)CC1 (centres undefined)	-2	0.6	1	1	-18	5	11	3
CCc1c(C)nc2c(-c3ccccc3)c[nH]n2c1=O	0	-0.7	0	9	6	-6	18	6

Source: PubChem (Sanford-Burnham Center for Chemical Genomics)
